Wee1 stabilizer: inhibitors of human Wee1 degradation; P30291; HeLa Luc-Wee1K328M stability, luciferase luminescence; 100% = proteasome inhibitor MG132 effect; reporter increase, % at 5 µM; 220,000 tested, 1.2% active; AID 1321;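 active = activation above the mean of all tested compounds plus 3 SD, set per screening run, cut at about 8.8% in these data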;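 note: cells exposed to compound for 20 h before luminescence read; 0% = DMSO alone and 100% = MG132 at 30 µM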
Target sequence (P30291 whole entry K328M): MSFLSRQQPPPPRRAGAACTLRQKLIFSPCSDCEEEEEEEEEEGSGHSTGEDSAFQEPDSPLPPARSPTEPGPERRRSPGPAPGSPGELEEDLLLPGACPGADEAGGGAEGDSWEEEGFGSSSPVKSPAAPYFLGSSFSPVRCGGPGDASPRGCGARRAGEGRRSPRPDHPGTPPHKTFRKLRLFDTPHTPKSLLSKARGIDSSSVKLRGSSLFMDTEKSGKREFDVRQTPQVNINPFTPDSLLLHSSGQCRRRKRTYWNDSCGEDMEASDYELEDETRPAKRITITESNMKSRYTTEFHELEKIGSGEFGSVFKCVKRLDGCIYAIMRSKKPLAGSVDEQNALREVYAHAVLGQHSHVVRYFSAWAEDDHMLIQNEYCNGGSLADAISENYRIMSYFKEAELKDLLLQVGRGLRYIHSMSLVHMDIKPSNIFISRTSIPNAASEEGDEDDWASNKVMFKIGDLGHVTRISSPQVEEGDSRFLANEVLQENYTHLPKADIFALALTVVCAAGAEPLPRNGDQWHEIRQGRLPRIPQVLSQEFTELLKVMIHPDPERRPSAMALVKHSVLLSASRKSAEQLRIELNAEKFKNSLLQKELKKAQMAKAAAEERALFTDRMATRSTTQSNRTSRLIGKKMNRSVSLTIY
PERK inh: blocks human PERK kinase. Q9NZJ5. CHO PERK-DD fusion, SEAP luminescence translation reporter. inhibition, % at 5.6 µM. 220,000 tested, 0.17% active. AID 1416;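 active = inhibition above the mean inhibition of all tested compounds plus 3 SD, set separately per screening campaign, cut at about 2.9% in these data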;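 note: PERK kinase domain activated by AP20187 dimerizer at 100 nM; 0% = DMSO with dimerizer and 100% = rapamycin at 8.4 µM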
Ba/F3 V617F tox: lowers viability of Ba/F3 cells expressing EpoR and JAK2V617F; ATP luminescence; inhibition, % at 5.6 µM; 220,000 tested, 1.1% active;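 active = inhibition above the campaign mean plus 3 SD over all tested compounds, cut at about 24% in these data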;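 note: cytokine-independent growth of Ba/F3 cells driven by EpoR plus mutant JAK2; 0% = DMSO-treated cells and 100% = JAK inhibitor I control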
eIF4E 4G PPI: inhibitors of eIF4E and eIF4G interaction in translation initiation | 220,000 tested, 0.37% active | P63073+Q04637 | TR-FRET eIF4E-eIF4GI(517-606) binding, 2 h | inhibition, % at 21.7 µM;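 active = inhibition above about 30%, limit read from the data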;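 note: 0% = full FRET control wells and 100% = background wells lacking eIF4GI fragment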
BaF3 parental: reduces parental Ba/F3 cell viability, JAK2V617F counter-screen | 220,000 tested, 1.1% active | CellTiter-Glo ATP luminescence | inhibition, % at 5.6 µM;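 active = inhibition above a per-campaign cutoff, the mean inhibition of all tested compounds plus 3 SD, cut at about 27% in these data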;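 note: 0% = DMSO wells and 100% = JAK Inhibitor I control wells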
S1P4 agonist: human S1P4 receptor agonism; O95977; 220,000 tested, 0.35% active; activation, % at 4.98 µM; AID 1509; S1P4-expressing cell line, agonist reporter assay; in the data active = activation above about 11%;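 note: 0% = DMSO vehicle and 100% = reference agonist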
Target sequence (O95977 whole entry, looked up): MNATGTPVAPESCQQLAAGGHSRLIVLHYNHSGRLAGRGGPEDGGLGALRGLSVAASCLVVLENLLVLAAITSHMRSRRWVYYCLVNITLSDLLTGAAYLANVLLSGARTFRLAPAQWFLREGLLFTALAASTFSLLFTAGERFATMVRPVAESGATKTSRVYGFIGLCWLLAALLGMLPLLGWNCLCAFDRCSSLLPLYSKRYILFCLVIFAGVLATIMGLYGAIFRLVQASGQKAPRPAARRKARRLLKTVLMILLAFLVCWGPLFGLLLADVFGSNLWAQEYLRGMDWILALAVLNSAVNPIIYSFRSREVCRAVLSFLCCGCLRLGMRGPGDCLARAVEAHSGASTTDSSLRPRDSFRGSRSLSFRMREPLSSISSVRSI
S1P4 antag: human S1P4 receptor antagonism; O95977; inhibition, % at 4.98 µM; S1P4-expressing cells, antagonist mode, reporter read-out; 220,000 tested, 0.26% active; in the data active = inhibition above about 29%;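 note: 0% = wells stimulated with agonist and 100% = vehicle wells without agonist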
Mdm2 ligase inh: blocks human Mdm2 ubiquitin ligase activity | Q00987 | cell-based MDM2 ubiquitination luciferase reporter, 2 h; 0 = plate control, 100 = twice control, blank-subtracted | signal enhancement, % at 5 µM | 210,000 tested, 0.11% active | AID 1230;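 active = signal enhancement of 30% or more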;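 note: luminescence tracks abundance of the self-degrading MDM2-luciferase fusion protein; higher signal means inhibition of MDM2 E3 ligase activity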
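Timing – 2 h compound exposure at 37 °C · Assay system – mammalian cells stably expressing self-ubiquitinating, self-degrading MDM2 E3–luciferase fusion · Amount – 2000 cells seeded into each well · Measure – % luminescence enhancement versus blank-corrected plate control mean · Measured by – SteadyLite luminescence, 15 min reagent step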
NPY-Y2 PAM-ag: human NPY-Y2 potentiation or agonism, primary screen; P49146; activation, % at 3.6 µM; 220,000 tested, 0.45% active; AID 1359; cells expressing NPY-Y2, potentiator/agonist read-out; in the data active = activation above about 27%;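 note: cells stimulated with NPY near EC25 plus isoproterenol at EC100; 0% = vehicle plus submaximal agonist and 100% = vehicle plus saturating agonist; some results beyond the cut were filed as inactive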
Starred values were filed as active, the others as inactive; x = not tested or not shown; [ ] = dose if it differs, or a comment.

no.	Compound	Wee1 stabilizer	PERK inh	Ba/F3 V617F tox	eIF4E 4G PPI	BaF3 parental	S1P4 agonist	S1P4 antag	Mdm2 ligase inh	NPY-Y2 PAM-ag
1	O=C(NCc1ccccc1)c1cccc(COc2ccccc2Cl)c1	-0.1	0.8	1.4	-1.6	0.7	-0.1	-11.9	15.7	-13.5
2	Cc1cccc2cc3c(NC(=O)c4ccccn4)nn(C)c3nc12	-1.9	1.2	-3.0	-12.9	2.1	0.2	-14.6	-6.8	-3.8
3	Cc1ccc(C2CC(=O)C=C(NCC(C)C)C2)cc1 (centres undefined)	-0.5	0.9	-3.7	-1.9	3.5	0.5	-6.3	1.9	7.9
4	COc1cc(S(=O)(=O)Nc2cccnc2)ccc1F	-1.8	0.5	-1.3	-8.8	4.5	1.6	5.5	-5.0	-4.9
5	Cc1nn(-c2ccccc2)nc1C(N)=O	2.3	1.1	-3.5	2.7	2.6	0.3	1.9	-18.3	10.4
6	NC(=O)c1cc(-c2ccccc2)sc1NC(=O)Cc1ccc(S(=O)(=O)N2CCOCC2)s1	-1.2	-0.9	3.1	-11.3	5.2	0.0	11.3	-7.9	10.0
7	CCOC(=O)c1c(NC(=O)CSc2nnc(-c3ccccc3)o2)sc(C(C)=O)c1C	-3.3	0.1	-1.3	-20.4	3.4	-1.8	1.2	x	3.9
8	CCOC(=O)c1c(C)[nH]c(C)c1C(=O)CSc1nnc(-c2ccncc2)n1Cc1ccccc1	0.1	-0.7	3.4	4.5[fluorescence artefact?]	2.4	-0.9	-11.2	-6.0	3.5
9	O=C(NCCCn1ccnc1)c1nn2c(C(F)(F)F)cc(-c3ccc(Br)cc3)nc2c1Cl	-4.8	-2.7	-1.9	-3.5	1.1	-0.9	-12.9	-1.9	-1.0
10	CSc1nc(-c2ccc(Cl)cc2)c(C#N)c(=O)[nH]1	-0.6	0.8	1.1	0.7	5.2	2.5	-5.5	-4.5	2.4
11	O=C(N/N=C/c1c(O)ccc2ccccc12)c1[nH]ncc1Br	8.7	0.4	30.9*	2.5	35.5*	-0.7	1.1	-12.0	10.4
12	Cc1nc(C(N)=O)nc2ccccc12	-0.3	1.0	-2.7	0.5	3.0	-1.1	-6.6	-8.3	-2.6
13	O=C(CSCc1c(Cl)cccc1Cl)N1CCOCC1	-3.0	2.1	-1.7	1.5	2.6	-0.9	1.0	-18.5	-7.0
14	Cc1ccc(-c2ccnc3nc(Sc4ncc(C(F)(F)F)cc4Cl)nn23)cc1	-2.0	0.0	4.2	0.6	4.7	-2.2	-0.8	-0.9	-8.0
15	CC/C(=N\NC(=O)c1ccccc1Cl)c1ccc(Br)s1	-3.2	0.7	1.2	13.4	-0.9	1.3	-8.6	8.8	3.7
16	CCCOP(=O)(c1ccc(N(C)C)cc1)C(Nc1ccccc1)c1ccc(N(C)C)cc1 (centres undefined)	-2.0	-0.2	0.0	-0.4	4.9	3.9	-2.1	-1.1	7.3
17	C/C(Cl)=C\CSc1nnc2n(N)c(=O)c3ccccc3n12	-1.3	1.3	-0.5	2.7[fluorescence artefact?]	4.8	-2.0	-9.0	7.0	-9.8
18	O=C(/C=C/c1ccco1)Nc1cccc2cccnc12	4.3	-0.1	-0.5	5.6[fluorescence artefact?]	7.6	-2.2	-8.4	0.2	21.6
19	C/C(CC1CC(COCC(C)C)OC1=O)=N\Nc1nc(-c2ccccc2)cs1 (centres undefined)	-2.2	0.9	-6.2	-3.2	1.7	-1.4	5.5	-32.2	-6.0
20	C#Cc1ccc([C@H]2C=C(C(=O)NCc3ccccc3)O[C@@H](OCC)[C@@H]2CCCO)cc1	3.1	0.7	-2.5	3.1	0.4	-0.1	-16.1	x	8.2
21	c1ccc(CCN2CCN(c3ncnc4c3cnn4-c3ccccc3)CC2)cc1	0.7	-0.4	0.7	-2.2	5.5	-0.8	-29.4	-16.9	6.5
22	C/C(CC(=O)NC1CCCCC1)=N\NC(=O)c1ccccn1	0.7	0.7	-4.6	3.7	1.4	0.6	-3.2	-1.4	10.1
23	O=C(c1ccccc1)c1ccc(OCC(O)CN2CCCCC2)cc1 (centres undefined)	-2.1	-0.5	2.3	1.5	7.3	-0.6	-12.7	-24.5	-20.1
24	Cc1ccc2cc(CNC(C)(C)C)c(=O)[nH]c2c1	2.4	-0.1	3.7	0.5	0.5	-0.8	13.3	-10.7	1.5
25	CCc1ccc(NC(=O)N(CCN2CCOCC2)C2CCN(C(C)=O)CC2)cc1	-2.8	0.3	-1.2	-1.7	1.4	16.2*	-16.7	-0.7	11.4
26	Cc1cc(C=O)c(C)n1-c1ccc(NC2CCCCC2)c([N+](=O)[O-])c1	-2.8	-0.1	-1.2	4.2	3.0	-0.8	4.1	6.9	10.4
27	O=C(O)CC1=C(Nc2ccccc2)C(=O)N(c2ccccc2)C1c1ccc(Br)cc1 (centres undefined)	3.7	0.3	0.6	-0.9	6.4	1.3	0.9	3.4	8.9
28	O=C(Cc1c(F)cccc1Cl)Nc1ccccc1N1CCCCC1	-0.2	0.9	-4.1	0.3	-0.4	0.4	-22.2	-12.5	7.0
29	COc1ccc(-n2c(C)nn(CC3CC3)c2=O)cc1	1.0	0.5	-1.0	4.5	-0.1	2.1	2.3	-7.7	8.9
30	COc1ccc(-c2noc(-c3ccc(Br)o3)n2)cc1OC	-0.1	0.7	2.6	-6.7[fluorescence artefact?]	5.3	-1.1	-13.3	12.3	-0.4

no.	Compound	Wee1 stabilizer	PERK inh	Ba/F3 V617F tox	eIF4E 4G PPI	BaF3 parental	S1P4 agonist	S1P4 antag	Mdm2 ligase inh	NPY-Y2 PAM-ag
31	COc1cc(-c2nc3c(c(C)nn3-c3ccccc3)c3cc(OC)c(OC)cc23)ccc1O	-1.2	0.5	-2.5	3.7[fluorescence artefact?]	2.9	-3.1	-0.7	-15.7	12.8
32	COc1ccc(C2C(C#N)=C(C)NC3=C2C(=O)CC(C)(C)C3)c(OC)c1 (centres undefined)	-1.9	0.9	-2.9	11.7	5.2	2.4	-0.2	5.1	9.0
33	C1CCC(c2nn3c(-c4n[nH]c5c4CCC5)nnc3s2)CC1	-1.8	0.1	3.6	4.5	6.8	2.0	-21.1	-2.7	-10.0
34	CCS(=O)(=O)N1CCN(C(=O)c2ccccc2[N+](=O)[O-])CC1	-1.8	-0.3	1.0	-1.9	5.9	2.4	4.7	-4.9	-4.8
35	CCCOc1c(Br)cc(/C=N/O)cc1OC	1.6	-0.7	2.0	4.8	3.1	2.2	-6.1	-8.3	-6.0
36	O=C(COC(=O)c1ccc(Cl)nc1)NCCC1=CCCCC1	-1.0	0.0	-1.0	3.3	7.5	0.9	12.8	-6.6	8.8
37	Cc1cc(C)c(C#N)c(SCC(=O)Nc2ccccc2C)n1	-1.5	0.5	1.8	6.6	3.7	0.4	-7.2	-12.6	-2.0
38	COC(=O)c1sccc1NC(=O)CSc1nnnn1-c1ccccc1C	-1.9	0.3	1.7	0.0	5.5	-2.5	4.1	-8.7	-13.1
39	Cn1c(=O)c2c(nc(SCC(=O)c3ccccc3F)n2C)n(C)c1=O	-0.9	1.0	-3.8	2.7	2.3	2.0	-32.3	-8.5	1.1
40	COc1ccc(-n2c(=S)[nH]c3sc4c(c3c2=O)CCN(C)C4)cc1	-2.8	-0.3	-3.8	1.0	2.8	2.9	-17.2	-11.2	-9.4
41	CCOC(=O)Nc1sc(C(=O)N(C)C)c(C)c1C(=O)OCC	-1.9	0.1	0.0	-6.2[fluorescence artefact?]	2.7	-0.1	-0.8	18.6	4.5
42	O=C(/C=C/c1cccs1)Nc1nccs1	0.0	-0.2	-1.5	3.0	3.2	0.5	-6.5	-20.1	11.1
43	O=[N+]([O-])c1ccccc1OCCCNCc1ccccc1	-0.7	1.1	1.0	2.3	5.3	0.4	-29.0	-10.0	8.6
44	CCSc1nnc(NC(=O)c2ccc(C)o2)s1	0.7	1.2	-4.3	-0.3[fluorescence artefact?]	4.0	0.2	-9.1	-10.1	11.8
45	O=C(NCCSc1c[nH]c2ccccc12)c1c(F)cccc1F	1.3	1.9	-1.1	3.5	-0.8	-1.1	-0.7	-17.5	-1.5
46	O=C(COC(=O)c1ccccc1)NCCC1=CCCCC1	-1.2	0.9	-6.5	-1.8	-1.1	-0.1	7.4	-13.5	-4.5
47	CC(C)c1nnc(NC(=O)CSc2nc3ccccc3[nH]2)s1	0.8	0.5	1.5	0.6	-2.8	-1.1	1.9	-4.5	-3.8
48	CC(=C/c1ccccc1)/C=N/n1c(-c2ccncc2)n[nH]c1=S	-1.9	-0.1	1.8	8.6	-0.2	1.2	-10.8	-12.3	-4.1
49	Clc1ccc(OCc2nnc(-c3ccccc3Br)o2)cc1	-0.3	1.0	-1.8	-8.8	1.3	-0.7	-8.2	-20.8	-5.8
50	CC1CC(C)CN(c2ncnc3c2cnn3C)C1 (centres undefined)	-1.7	0.5	-1.5	-1.4	-1.8	0.8	-6.4	1.3	4.4
51	CCS(=O)(=O)NCc1cn2ccsc2n1	-1.6	1.9	1.3	-1.8[fluorescence artefact?]	4.7	-0.8	1.3	-4.7	-2.9
52	CCCCNC(=O)c1cc(-c2ccc(F)cc2)on1	1.2	0.0	0.0	-3.0	0.9	-2.8	21.3	-0.4	-4.7
53	CC(=O)N(CCS(=O)(=O)c1ccc(Cl)cc1)Cc1cccs1	-1.0	-0.5	0.1	3.3	1.0	-0.5	-1.1	-25.2	1.6
54	O=C(COc1ccccc1F)NNC(=O)c1ccc(N2CCCCC2)c([N+](=O)[O-])c1	4.9	-0.4	-0.2	-23.2[fluorescence artefact?]	2.6	-0.5	-6.4	23.2	10.7
55	CCOC(=O)C(=CNc1cccc(C)c1C)C(=O)OCC	-1.6	0.8	2.9	3.1	3.5	3.9	-11.7	3.1	24.3
56	CCC(=O)NCc1csc(-c2cccs2)n1	1.4	2.1	-1.2	-1.1	-0.2	-0.9	-2.5	-0.1	-10.6
57	Cc1ccc(NC(=O)c2nccnc2C(=O)O)cc1C	1.3	2.0	-4.4	0.8	2.7	1.3	-9.1	-3.5	-4.1
58	CCN(CC)C(=O)Cc1cn(C)c2ccccc12	-1.6	1.2	-2.0	-4.3	3.4	-0.4	-10.4	-36.9	-10.5
59	O=C(Nc1cc(C(=O)N2CCOCC2)ccc1N1CCCC1)c1cccs1	0.4	-0.1	-0.2	-1.7	2.9	-2.4	-11.6	5.2	10.2
60	CC/C(=N/NC(=O)c1ccc(Br)cc1)c1ccc(OCCN2CCOCC2)cc1	0.4	0.9	-1.3	1.9[fluorescence artefact?]	6.4	-1.4	-4.0	-6.0	2.1

no.	Compound	Wee1 stabilizer	PERK inh	Ba/F3 V617F tox	eIF4E 4G PPI	BaF3 parental	S1P4 agonist	S1P4 antag	Mdm2 ligase inh	NPY-Y2 PAM-ag
61	Cc1cccc(OCCCC(=O)NCCc2ccccc2)c1	5.2	0.9	-2.7	3.1	0.0	-0.9	-12.2	1.3	-10.5
62	COc1ccc(C(C[N+](=O)[O-])c2c(C)[nH]c3ccccc23)cc1OC (centres undefined)	1.5	0.1	-1.7	1.4	4.2	0.9	-18.4	-5.1	7.0
63	CC(=O)c1ccc(N2CCN(C(=O)C3CCC3)CC2)cc1	0.6	0.1	-3.1	-1.1[fluorescence artefact?]	1.0	0.5	5.5	-4.9	14.2
64	CCOC(=O)C(C)n1cnc2sc3c(c2c1=O)CCC3 (centres undefined)	-0.3	-0.1	-0.6	-8.9	5.0	1.1	14.9	-5.8	-22.1

High-throughput results as filed in PubChem BioAssay.
